SIAE primary = inhibitors of human sialic acid acetylesterase SIAE; Q9HAT2; SIAE FP-Rh probe binding, fluorescence polarization; inhibition, % at 9.66 µM; 370,000 compounds, 0.69% hits;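 active means inhibition above a cutoff: mean of compounds within the control limits plus 3 SD of those, cut at about 17% in these data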;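 further: 0% = plate median of compound wells and 100% = probe without SIAE protein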
TDP2 absorb = TDP2 (human) inhibition, absorbance primary screen. O95551. recombinant TDP2, T5PNP hydrolysis, p-nitrophenol absorbance 415 nm. inhibition, % at 12.8 µM. 370,000 compounds, 0.34% hits. AID 720702;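 active means inhibition above the mean of all tested compounds plus 3 SD, set per campaign, cut at about 25% in these data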;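 further: 0% = DMSO with enzyme and 100% = buffer with substrate but no TDP2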
Target sequence (O95551 whole entry, looked up): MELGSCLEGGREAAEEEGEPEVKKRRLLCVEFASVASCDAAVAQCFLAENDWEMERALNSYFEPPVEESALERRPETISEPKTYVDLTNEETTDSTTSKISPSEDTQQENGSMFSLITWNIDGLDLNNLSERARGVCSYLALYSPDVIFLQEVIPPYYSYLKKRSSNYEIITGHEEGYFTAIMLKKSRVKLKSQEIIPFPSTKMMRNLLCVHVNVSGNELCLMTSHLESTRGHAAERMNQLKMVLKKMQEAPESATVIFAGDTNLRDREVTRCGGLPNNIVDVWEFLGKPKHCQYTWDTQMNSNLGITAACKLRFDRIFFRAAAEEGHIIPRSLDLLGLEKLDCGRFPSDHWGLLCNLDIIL
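Evaluation: % inhibition relative to enzyme-containing and enzyme-free wells. Material: recombinant human TDP2. Benchmarks: enzyme-free and DMSO wells. Timing: enzyme reaction with compound for 2 h at 37 °C. Compound dosing: 12.8 µM only. Measured by: p-Nitrophenol epi absorbance. Reagent: T5PNP substrate at 5 mM, a TopII-DNA adduct mimic. Replication: single well per compound.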
TCR-CD3 inh = human TCR-CD3 binding inhibition; inhibition, % at 9.4 µM; TAMRA-labeled TCR probe fluorescence, biochemical; 360,000 compounds, 0.37% hits; AID 651800; in the data active means inhibition above about 19%;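 further: recombinant mutant TCR 2C K166C tagged with TAMRA read by polarization; 0% = receptor in buffer alone and 100% = receptor with positive control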
LEDGF integ inh = blocks HIV-1 LEDGF/p75-dependent DNA integration; TR-FRET IN-LEDGF/p75 DNA integration, Eu/Cy5; inhibition, % at 3.7 µM; 370,000 compounds, 0.64% hits; AID 743269;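 active means inhibition above the screen-wide mean plus 3 SD, cut at about 13% in these data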;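 further: signal is the Cy5 over europium emission ratio at 671 and 618 nm; 0% = plate median of compound wells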
rCAG binder = r(CAG) repeat RNA binding; inhibition, % at 3 µM; TO-PRO-1 dye displacement fluorescence; 370,000 compounds, 1.3% hits;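 active means inhibition above the plate cutoff, the mean of all test compounds on that plate plus 3 SD, cut at about 35% in these data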;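 further: 0% = DMSO alone and 100% = 100 µM mitoxantrone as full dye displacement; higher means more dye released from RNA so lower well fluorescence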
PRMT1 inh = inhibitors of human PRMT1. Q99873. recombinant PRMT1, activity-based probe fluorescence polarization. inhibition, % at 2.79 µM. 370,000 compounds, 1.3% hits;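 active means inhibition above about 21% made by adding two undisclosed values, limit read from the data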
Target sequence (Q99873 whole entry, looked up): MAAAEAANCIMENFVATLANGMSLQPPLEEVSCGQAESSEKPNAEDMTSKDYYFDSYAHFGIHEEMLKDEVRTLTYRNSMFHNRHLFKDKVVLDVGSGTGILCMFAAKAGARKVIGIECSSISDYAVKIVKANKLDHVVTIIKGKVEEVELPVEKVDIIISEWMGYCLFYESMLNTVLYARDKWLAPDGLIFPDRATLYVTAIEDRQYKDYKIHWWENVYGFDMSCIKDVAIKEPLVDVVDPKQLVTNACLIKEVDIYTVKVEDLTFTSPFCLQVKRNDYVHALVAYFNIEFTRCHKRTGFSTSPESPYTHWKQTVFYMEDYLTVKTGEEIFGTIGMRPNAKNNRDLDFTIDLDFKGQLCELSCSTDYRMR
HTRA1 inh = blocks human HTRA1 serine peptidase | 340,000 compounds, 0.5% hits | inhibition, % at 5.96 µM | AID 504803 | recombinant HTRA1, FP-rhodamine activity-based probe, fluorescence polarization; in the data active means inhibition above about 36%;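 further: 0% = enzyme with DMSO and 100% = wells lacking enzyme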
NPR2 activator = GC-B (human) receptor activation | 370,000 compounds, 0.11% hits | P20594 | activation, % at 10 µM | HEK293-GC-B cells, CNP EC30, cGMP TR-FRET; 0% at EC30 CNP, 100% saturating CNP | AID 1920062;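 active means activation at 10 µM reaching about 35% in either raw or pattern-adjusted values, limit read from the data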
ABHD4 inh = inhibits mouse alpha/beta hydrolase domain 4; purified mABHD4, FP-Rh probe fluorescence polarization; inhibition, % at 8.92 µM; 370,000 compounds, 0.54% hits; AID 720543;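 active means inhibition exceeding the mean over every tested compound plus 3 SD, cut at about 30% in these data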;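 further: 0% = plate median of compound wells and 100% = S159A mutant with DMSO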
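Assay system: mABHD4 protein; medium: HEPES pH 7.0, NaCl, Pluronic buffer; dosing: 8.92 µM, single dose; schedule: 45 min + 60 min at 25 °C; signal: FP readout, ex 525 nm / em 598 nm; read-out: normalized percent inhibition of probe labeling; repeats: single replicate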
MBD2 inh = MBD2-methylated oligo binding inhibition. TR-FRET, MBD2 binding to methylated oligonucleotide. 370,000 compounds, 0.31% hits. Q9UBB5. inhibition, % at 4.4 µM; in the data active means inhibition above about 13%
Starred values were filed as active, the others as inactive; · = not tested or not shown. An excerpt; count on the stated rates, not on these rows.

The opening 4 compounds (preview)
SMILES	TDP2 absorb	rCAG binder	ABHD4 inh	TCR-CD3 inh	SIAE primary	PRMT1 inh	LEDGF integ inh	NPR2 activator	MBD2 inh	HTRA1 inh
CN1CCN(C(=S)c2ccc([N+](=O)[O-])cc2)CC1	2	1	-1	1	2	36*	3	5	-5	-3
O=C(Cc1cccs1)Nc1nnc(-c2ccncc2)s1	-11	1	0	-6	-8	7	-5	-3	0	7
O=C(c1cc2c(s1)-c1ccccc1OC2)N1CCc2ccccc2C1	-13	7	-7	-2	6	6	1	-2	4	-17
CC1(C)CC(=O)C=C(NC2CCCC(O)C2)C1 (centres undefined)	-2	-2	4	0	1	-2	1	3	5	3

The whole of this part, repeating the preview:
SMILES	TDP2 absorb	rCAG binder	ABHD4 inh	TCR-CD3 inh	SIAE primary	PRMT1 inh	LEDGF integ inh	NPR2 activator	MBD2 inh	HTRA1 inh
CN1CCN(C(=S)c2ccc([N+](=O)[O-])cc2)CC1	2	1	-1	1	2	36*	3	5	-5	-3
O=C(Cc1cccs1)Nc1nnc(-c2ccncc2)s1	-11	1	0	-6	-8	7	-5	-3	0	7
O=C(c1cc2c(s1)-c1ccccc1OC2)N1CCc2ccccc2C1	-13	7	-7	-2	6	6	1	-2	4	-17
CC1(C)CC(=O)C=C(NC2CCCC(O)C2)C1 (centres undefined)	-2	-2	4	0	1	-2	1	3	5	3
O=C(/C=C/Nc1ccc(F)c(Cl)c1)c1ccco1	-8	1	-1	4	-3	-3	-2	3	2	0
O=C(CNS(=O)(=O)c1c(F)cccc1F)NC1CCCc2ccccc21 (centres undefined)	-3	1	-1	3	-5	-3	-1	1	-5	2
Cc1ccccc1NC(=S)N(Cc1cccnc1)Cc1ccccc1Cl	-3	-2	4	3	3	6	-4	-5	4	-4
Cc1ccc(Nc2c([N+](=O)[O-])c(=O)n(C)c3ccccc23)cc1C	3	4	9	-4	-3	-2	-2	2	-6	-9
Cc1cc(N2CCOCC2)nc2ccc(NC(=O)CCC(=O)N3CCC(C)CC3)cc12	-17	-1	2	-2	-4	-2	5	2	-5	-3
O=C(Nc1ccccn1)c1ccc2c(c1)OCCO2	-3	0	5	7	3	-3	5	-1	5	5
O=C(NC1CCN(S(=O)(=O)c2ccc(F)cc2)CC1)c1ccc(F)cc1	-6	-2	4	3	1	1	-2	0	0	1
CCN(C[C@H]1N[C@@](Cc2ccccc2)(C(=O)OC)[C@H]2C(=O)N(Cc3ccccc3)C(=O)[C@@H]12)C(C)=O	2	-2	3	5	-1	-2	-7	3	1	1
O=C(c1c(O)cc(O)cc1O)C1c2c(cc(O)c3c2O[C@H](c2ccc(O)cc2)[C@@H](O)C3)OC1c1ccc(O)cc1 (some centres undefined)	5	37*	-27	2	1	6	10	2	3	16
COc1ccccc1CC(=O)Nc1cc(Cl)ccc1O	3	2	-11	4	1	0	0	-2	-7	-4
Cc1ccc(N2CC(C(=O)Nc3nnc(SCC(=O)NCC4CCCO4)s3)CC2=O)cc1C (centres undefined)	0	14	-10	-4	-3	6	3	-2	8	2
O=C(c1ccccc1Br)N1CCCC(c2nc(-c3cccs3)no2)C1 (centres undefined)	2	-4	3	-8	5	-1	-2	2	7	-5
COc1ccc(C2=CN3CCCCC3CC2=O)cc1OC (centres undefined)	17	-1	3	-1	-2	1	-1	-2	1	4
FC(F)(F)c1nnc2ccc(Cl)nn12	3	0	2	8	4	-4	0	-4	1	4
Cc1ccc2ncc(S(=O)(=O)c3ccccc3)c(N3CCCCC3C)c2c1 (centres undefined)	-8	4	-5	0	-7	-5	1	-7	-7	-41
Cc1ccc(C(=O)N/N=C/c2ccc(-c3cccc(Cl)c3)o2)cn1	-8	4	-6	4	-11	2	0	-15	3	4
CCCN1C(=O)SC(CC(=O)Nc2ccccc2)C1=O (centres undefined)	7	-2	5	4	17	6	-5	2	0	4
CSc1ccc(CN(C)Cc2cc(=O)oc3c(C)c(C)ccc23)cc1	-9	1	-4	-5	-5	0	-2	1	2	-5
COc1cc(C2C(C#N)=C(C)NC3=C2C(=O)CC(C)(C)C3)cc(OC)c1O (centres undefined)	4	8	2	-4	-1	-1	0	-1	-2	5
C[C@H](O)[C@@H]1CN2CCc3c([nH]c4c(-c5ccccc5)cccc34)[C@@H]2C[C@@H]1N(C)C(=O)c1ccco1	-1	7	5	·	0	9	-2	3	-1	·
CSc1cccc(NC(=O)c2cccc3cccnc23)c1	3	11	-24	1	-6	-2	5	-6	3	-93
COc1ccc(Oc2ccccc2/C=N/O)cc1	3	-3	3	-7	-4	-2	2	-3	-8	-4
COc1ccc(-c2c(C)oc3c(CN4CCOCC4)c(O)ccc3c2=O)cc1	14	-1	10	-3	5	0	-2	-1	1	5
Cc1nnc(-c2ccc(Cl)cc2)nc1NCCN(C)C	-14	-2	1	-3	4	-3	2	-2	-4	4
CN(CC(=O)NC1CCCc2ccccc21)C1CCCCC1 (centres undefined)	8	-7	-3	0	-5	-1	0	1	1	-2
COc1ccc(CNC(=O)COc2cc3c(c4oc(=O)cc(C)c24)CCC(C)(C)O3)cc1	-2	1	0	4	-4	2	-2	-7	-2	-14
COc1ccccc1C(=O)NNC1=C(C(=O)C(F)(F)F)CCC1	3	5	2	3	8	2	0	3	1	-3
Cc1ccccc1S(=O)(=O)N1[C@@H](c2ccc(F)cc2)C(C(=O)O)=CC[C@H]1c1ccc(Cl)cc1	7	58*	8	-1	10	-1	3	2	4	-35
Oc1nc(Nc2ccc(F)cc2)sc1/C=C1\C=Nc2ccccc21	-4	48*	-2	6	9	-2	-2	0	2	-14
CCOC(=O)c1cnc2c(-c3ccc(Cl)cc3)cnn2c1C	3	-3	6	-3	-6	1	-2	-4	-3	-2
COc1ccc(N2CC(C(=O)Nc3cc(C)on3)CC2=O)cc1 (centres undefined)	-12	0	6	1	0	-4	-1	-4	3	-5
Cc1ccc(C)c(-n2ccnc2SCC(=O)O)c1	-1	0	-6	3	6	1	-1	0	5	3
Cc1cc(NCc2ccccn2)n2c(nc3ccccc32)c1C#N	-7	3	-5	9	-2	-4	3	-1	-8	1
Cc1ccc2c(c1)C1CS(=O)(=O)N(CC(C)C)CN1C2 (centres undefined)	-5	3	0	·	-2	0	1	1	-6	·
Cc1ccc(C(=O)C2CCN(CC(=O)N3CC(C)CC(C)C3)CC2)cc1 (centres undefined)	0	2	9	·	-1	1	-2	2	-2	·
COc1ccccc1OCC(=O)Nn1c(=S)[nH]c2ncccc2c1=O	-7	1	2	-7	-7	2	-6	0	5	5
CC(=O)Nc1nc(N(C)C)nc(N(C)C)n1	3	2	-5	4	-2	-3	4	-2	-5	8
COc1ccc(S(=O)(=O)N2CCN(C)CC2c2ccccc2)cc1 (centres undefined)	5	-1	-1	2	5	-2	4	3	-4	-26
COc1ccc(/C=N/NC(=O)c2ccoc2C)cc1CN1CCN(c2ccc(F)cc2)CC1	-27	-2	-16	3	-8	-3	4	-2	-7	-16
CCc1cc(=O)oc2c(C)c(O)c(CN(C)C)cc12	1	-2	1	4	3	2	-4	0	-1	7
O=C(Nc1nc(-c2ccccc2)cs1)c1ccccc1F	-1	4	-15	0	-10	-2	-2	-8	2	-29
O=C(O)Cc1c(O)ccc2ccccc12	-1	1	4	-3	5	0	0	1	5	-2
NC(=O)COC(=O)c1ccc(-c2ccccc2)cc1	0	-1	-5	-3	13	-1	6	-8	-1	-3
COc1cn(-c2ccccc2)nc1C(=O)Nc1ccc(C)cc1Cl	-9	7	-7	2	-16	2	-5	3	-2	-45
O=C(c1ccc(NC2=NC3CS(=O)(=O)CC3S2)cc1)N1CCN(c2ccc(F)cc2)CC1 (centres undefined)	-5	7	4	-2	1	3	-3	-3	-2	-2
CNC(=O)C1C2C=CC3(O2)C1C(=O)N(CCOC)C3C(=O)NCc1ccc(OC)cc1 (centres undefined)	-5	-2	-6	-2	1	-1	2	1	6	-2
CCOC(=O)c1ccc(NC(=S)N(CCN2CCCCCC2)Cc2ccco2)cc1	-8	-5	-3	3	4	-1	0	0	-3	-10
Cc1ccc(OCc2cc(C(=O)N(C)CCc3ccccn3)no2)cn1	-12	-3	-3	-9	1	-9	-2	2	-4	2
CCCn1cc2c(c1-c1cccc(C)c1)c(=O)n(C)c(=O)n2C	12	0	8	2	-1	0	1	-3	3	3
Cn1c(C(=O)OCC(=O)NCc2ccco2)cc2sccc21	-9	10	-3	-6	0	20	7	-1	-8	-4
Nc1nonc1C(=O)NCCNS(=O)(=O)c1ccc(F)cc1	2	2	4	0	1	1	-4	4	0	4
O=C(CN1CCN(Cc2ccccc2F)C1=O)NCCc1ccc(Cl)cc1	-4	1	-8	5	-6	-5	2	1	-1	7
COc1ccc2cc3c(N)c(C(=O)N4CCCC4)sc3nc2c1	-3	20	-9	-1	0	41*	0	-1	6	·
COc1ccc([N+](=O)[O-])cc1CSc1ccccn1	-5	-7	0	-3	-5	3	-9	0	1	-3
C=C(C)CSc1nc(N)c2c(C)c(C)sc2n1	-18	2	-8	4	5	4	2	-5	-8	-1
Cc1ccccc1NC(=O)CNc1ccccc1C(=O)NCc1ccco1	-3	1	-1	-1	2	9	2	-3	4	-7

Later entries
SMILES	TDP2 absorb	rCAG binder	ABHD4 inh	TCR-CD3 inh	SIAE primary	PRMT1 inh	LEDGF integ inh	NPR2 activator	MBD2 inh	HTRA1 inh
CC(CNS(=O)(=O)c1ccccc1)(c1ccccc1)N1CCCCC1 (centres undefined)	-15	-3	2	2	1	0	0	-4	1	-2
CC(C)(C)c1ccc(S(=O)(=O)N2CCN(C(=O)C(=O)c3cccc(C(F)(F)F)c3)CC2)cc1	12	3	0	4	0	4	-2	8	3	·
CC(C)C1COC(c2cccc3ccccc23)=N1 (centres undefined)	-4	5	1	-3	4	-2	0	0	-3	-6
CN(C)/C=C/C(=O)c1ccc(S(=O)(=O)c2ccccc2)cc1	-12	19	-6	3	4	0	4	-4	-6	-26
COc1ccc(S(=O)(=O)NC2CC2)cc1C(=O)N1CCOCC1	3	-3	0	-1	-5	-4	-3	3	1	6
Cc1cccc(N2C(=O)CC(Sc3ncn[nH]3)C2=O)c1 (centres undefined)	5	11	3	-5	3	58*	-3	2	-2	-14
COc1cc(CNC2CCCCCCC2)ccc1OCC(N)=O	4	11	-1	5	-6	2	-6	0	-3	5
C[C@@H]1CN([C@@H](C)CO)C(=O)CCCn2nncc2CO[C@@H]1CN(C)S(=O)(=O)c1ccc2ccccc2c1	9	2	4	-5	13	1	-11	-1	2	-2
COC(=O)C1CN(Cc2cn(Cc3ccc(C)cc3)nn2)CCS(=O)(=O)N1Cc1ccc(F)cc1 (centres undefined)	3	0	-4	·	1	-4	7	-3	2	·
